# Source: PubChem (several laboratories)
# NS5 inhibitors: flavivirus cap methylation enzyme inhibition – biochemical, confirmation dose response, primary screen (AID 588689); Dengue-2 NS5 methyltransferase capping enzyme assay, biochemical; higher % means a stronger effect; 0.3% of 340,000 active; inhibition, % at 25 µM, or IC50 in µM where a hit was titrated; in the data active = a potency from the dose series; inconclusive = inhibition above about 29% without an active follow-up result
# K1F lysis inhibition: inhibition of K1F phage lysis, E. coli UTI89, bacterial capsule biogenesis inhibitors, alamar blue (AID 488966); E. coli UTI89 K1F phage lysis, alamar blue, 2 h; higher % means a stronger effect; inhibition, % at 100 µM; hits with a dose series show IC50 in µM; 0.02% of 340,000 active;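 active = phage lysis inhibition, versus mean bacterial control, above a set limit; inconclusive = no clear call, values can overlap the other calls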;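 note: capsule biogenesis inhibitors block K1F phage lysis so surviving cells raise fluorescence; higher fluorescence means more inhibition of phage lysis; actives were called in the ten point dose series up to 300 µM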
# NTR1 ag: agonists of NTR1, primary screen, imaging, U2OS cells, beta-arrestin-GFP, high content (AID 493036) | activation, % at 20 µM | P30989 | NTR1-U2OS beta-arrestin-GFP spot imaging, agonist mode | 0.17% of 330,000 active;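 active = activation at or above 40% of the spot to cytoplasm intensity ratio, with at least 20 cells analyzed; inconclusive = wells under 20 cells, flagged as cytotoxic or low count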;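 note: 0% = DMSO without peptide and 100% = 100 nM NTR1 peptide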
# Target sequence (P30989 whole entry, looked up): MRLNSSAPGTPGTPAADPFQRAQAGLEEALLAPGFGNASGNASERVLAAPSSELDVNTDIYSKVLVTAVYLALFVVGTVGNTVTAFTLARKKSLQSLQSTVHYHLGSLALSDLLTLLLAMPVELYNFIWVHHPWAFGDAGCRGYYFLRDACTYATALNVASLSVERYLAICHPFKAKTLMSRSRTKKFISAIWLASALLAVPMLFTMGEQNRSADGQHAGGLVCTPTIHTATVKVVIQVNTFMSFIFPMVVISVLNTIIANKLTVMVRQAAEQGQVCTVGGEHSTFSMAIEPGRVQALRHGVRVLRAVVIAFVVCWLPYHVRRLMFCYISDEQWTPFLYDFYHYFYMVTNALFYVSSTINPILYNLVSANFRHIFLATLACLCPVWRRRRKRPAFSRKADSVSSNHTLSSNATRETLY
# NTR1 ag cell count 20 µM: further read-out of NTR1 ag, marked with its call; cell count; measured here: cell count, cytotoxicity flag
# NS5 inhibitors pilot replicate: second read-out of NS5 inhibitors, no call of its own (marks repeat the call); inhibition, %; measured here: pilot screen replicate inhibition
# The depositor's hits bear a star; ? = inconclusive; [ ] = another dose, or the depositor's remark. This is a subset. The share of hits here may be higher or lower than overall.
# The opening four compounds, to show the layout:
SMILES,NS5 inhibitors,K1F lysis inhibition,NTR1 ag,NTR1 ag cell count 20 µM,others
O=C(NNC(=O)c1ccccc1O)c1cc2ccccc2o1,-3%,1.2%[50 µM],-1.2,42,
Cc1ccc(CNC(=O)COc2ccc(S(=O)(=O)N3CCOCC3)cc2)cc1,-6%,1.4%[50 µM],-0.6,48,
Cc1noc(C)c1COC(=O)c1csc2c1CCC(C)C2 (configuration not stated),1%,0.4%[50 µM],3.5,58,
CC(=O)c1ccccc1NC(=O)COC(=O)C1=NN(c2ccccc2)C(=O)CC1,-6%,1.4%[50 µM],1.4,59,

# All compounds of this part, repeating the preview:
SMILES,NS5 inhibitors,K1F lysis inhibition,NTR1 ag,NTR1 ag cell count 20 µM,others
O=C(NNC(=O)c1ccccc1O)c1cc2ccccc2o1,-3%,1.2%[50 µM],-1.2,42,
Cc1ccc(CNC(=O)COc2ccc(S(=O)(=O)N3CCOCC3)cc2)cc1,-6%,1.4%[50 µM],-0.6,48,
Cc1noc(C)c1COC(=O)c1csc2c1CCC(C)C2 (configuration not stated),1%,0.4%[50 µM],3.5,58,
CC(=O)c1ccccc1NC(=O)COC(=O)C1=NN(c2ccccc2)C(=O)CC1,-6%,1.4%[50 µM],1.4,59,
C[C@]12CC[C@H](O)C[C@@H]1CC[C@@H]1[C@@H]2CC[C@@]2(C)[C@H]1CCC(=O)[C@]21CCCO1,-7%,-0.2%,3.1,75,NS5 inhibitors pilot replicate=-2.4
Cc1ccc(S(C)(=O)=O)cc1C(=O)OCC(=O)N1CCCC1=O,4%,1.5%[50 µM],0.0,65,
O=C(COc1ccc2c(-c3ccccc3)cc(=O)oc2c1)NC(Cc1c[nH]c2ccccc12)C(=O)O (configuration not stated),-5%,-2.3%,2.6,48,
NC(=O)CCCn1c(C(=O)c2cc(Cl)c(N)c(Cl)c2)c2ccc(C(F)(F)F)cc2[n+]1[O-],-1%,0.1%,2.2,50,
COc1ccc(NC(=O)CN2C(=O)NC(C)(C3CC3)C2=O)cc1S(=O)(=O)N1CCOCC1 (configuration not stated),-3%,0.3%[50 µM],3.9,58,
Cc1cc(NC(=O)CSCC(=O)Nc2cc(C(F)(F)F)ccc2N2CCCC2)no1,-1%,1.3%[50 µM],1.0,72,
O=C(NCCCN1CCCC1=O)C1CCN(S(=O)(=O)c2cccc(Cl)c2Cl)CC1,-5%,0.7%[50 µM],-0.4,47,
O=C(C[C@@H]1C/C=C\C[C@@H](NC(=O)OCC2c3ccccc3-c3ccccc32)C(=O)OC[C@@H](Cc2ccccc2)NC1=O)NCCO,-1%,-0.6%,-0.3,62,
Cc1ccc(C(CC(=O)O)NC(=O)c2ccc(S(=O)(=O)N3CC(C)OC(C)C3)cc2)cc1 (configuration not stated),1%,-0.1%[50 µM],0.0,54,
O=C(c1ccccc1)N1CCN(c2ccc(N3CCOCC3)nn2)CC1,1%,-1.7%,0.5,78,
C=CCn1cnnc1SCC(=O)NCC1COc2ccccc2O1 (configuration not stated),-4%,1.2%[50 µM],-1.0,83,
Cc1ccccc1S(=O)(=O)/N=C(/Nc1nc2ccccc2s1)c1ccccc1,-1%,0.6%[50 µM],3.0,45,
Nc1cccc2c(O)cccc12,6%,1.0%,0.0,42,
COc1ccccc1C(=O)NC(=O)COC(=O)CNC(=O)c1ccccc1,-7%,1.4%[50 µM],-0.1,59,
COc1cccc(NC(=O)CN(C)C(=O)c2cccnc2Sc2ccc(C)c(C)c2)c1,-10%,-0.1%[50 µM],0.3,76,
Cc1c(NS(=O)(=O)c2ccc(C(=O)NCc3ccc(F)cc3)cc2)c(=O)n(-c2ccccc2)n1C,-8%,0.1%[50 µM],-1.1,42,
CC(=O)c1ccccc1NC(=O)COC(=O)C1CCCN1S(=O)(=O)c1ccccc1F (configuration not stated),1%,0.3%[50 µM],-0.4,107,
Cc1cccc(OCC(=O)NNC(=O)c2cc(S(=O)(=O)N(C)C)ccc2N2CCCC2)c1,-3%,0.5%[50 µM],-1.2,103,
CN(C)CCCNC(=O)C[C@H]1C[C@H](C(=O)N2CCOCC2)[C@@]2(CCC3CCCC3)c3[nH]c4cc(-c5ccco5)ccc4c3CCN2C1=O,0%,-0.1%,17,41,NS5 inhibitors pilot replicate=1.5
COc1cc(/C=C/C(=O)O)cc(S(=O)(=O)Nc2cc(C(F)(F)F)ccc2N2CCOCC2)c1OC,0%,0.0%[50 µM],0.6,54,
NC(=O)c1ccc(SCC(=O)OCC(=O)NCC2CCCCC2)c([N+](=O)[O-])c1,1%,-0.5%,1.6,59,
CC1(C)CC(=O)C=C(c2ccc(Cl)c(C(F)(F)F)c2)C1,1%,0.5%,5.0,53,
COC(=O)[C@@]1(Cc2ccccc2)[C@H]2C(=O)N(C)C(=O)[C@H]2[C@H]2CN=C(SCc3ccc(C)cc3)N21,2%,0.2%,-0.1,76,NS5 inhibitors pilot replicate=0.6
CCCCNC(=O)c1onc(CSc2ccccc2)c1C(=O)NCCCC,-11%,0.3%,2.8,77,
Fc1ccc2cnc(CCO[C@H]3CCCCO3)cc2c1,-6%,3.5%,0.2,55,
CCOc1ccc(C(=O)CCC(=O)Nc2cc(C)ccn2)cc1,1%,2.8%[50 µM],-0.1,62,
CC(C)NC(=O)c1onc(CSc2ccc(F)cc2)c1C(=O)NC(C)C,-3%,0.2%,-1.6,101,
CCCN(CC(=O)Nc1ccc(F)c(F)c1F)C(=O)Cn1c(=O)cnc2ccccc21,1%,1.6%[50 µM],1.2,68,
CC(=O)n1cc([C@@H]2C=C(C(=O)N3CCN(C)CC3)O[C@H](OCc3ccc(CO)cc3)C2)c2ccccc21,-8%,2.7%,-1.9,83,
CC(C)Cn1c(N)c(C(=O)COC(=O)c2c(O)c(Cl)cc(Cl)c2Cl)c(=O)n(C)c1=O,-16%,-1.4%[50 µM],-1.8,78,
Sc1nnc(-c2ccc(Cl)cc2)n1Cc1ccccc1,-5%,0.4%[50 µM],1.7,45,
O=C(CCNC(=O)c1ccc(Cl)cc1)NN1C(=O)NC2(CCCCC2)C1=O,-7%,0.6%[50 µM],2.2,88,
O=C(NCc1cccc(C(F)(F)F)c1)c1cc(-c2ccccc2)nn1CC1CC(c2cccnc2)=NO1 (configuration not stated),-7%,0.0%,-0.6,56,
Cc1ccc(C(=O)Nc2cccc(S(=O)(=O)N3CCCC3)c2)o1,-4%,1.8%[50 µM],2.0,54,
Cc1ccc(C(=O)NCc2ccc(Cl)cc2)cc1S(=O)(=O)N1CCCCC1,-10%,0.6%[50 µM],1.1,59,
CC(NC(=O)Cc1ccc(S(=O)(=O)N2CCCCC2)cc1)c1ccccc1 (configuration not stated),-4%,5.2%,0.0,51,
Cc1cc(C(=O)NNC(=O)c2ccccc2[N+](=O)[O-])c(C)o1,0%,0.7%[50 µM],1.8,54,
O=C1[C@H]2[C@H](C=CC[C@H]2C(=O)N2CCN(c3ccccc3)CC2)CCN1Cc1ccc(Cl)c(Cl)c1,-4%,-1.0%,11,63,
Nc1cc(Cl)ccc1C(=O)OCC(=O)NCC1CCCO1 (configuration not stated),-1%,1.9%,1.2,59,
CC1CCCCC1NC(=O)c1cc(=O)[nH]c2ccccc12 (configuration not stated),-3%,?,-0.9,64,

# An excerpt from above in order of heavy-atom count, falling:
SMILES,NS5 inhibitors,K1F lysis inhibition,NTR1 ag,NTR1 ag cell count 20 µM,others
O=C(NCc1cccc(C(F)(F)F)c1)c1cc(-c2ccccc2)nn1CC1CC(c2cccnc2)=NO1 (configuration not stated),-7%,0.0%,-0.6,56,
O=C1[C@H]2[C@H](C=CC[C@H]2C(=O)N2CCN(c3ccccc3)CC2)CCN1Cc1ccc(Cl)c(Cl)c1,-4%,-1.0%,11,63,
Cc1ccc(C(=O)NCc2ccc(Cl)cc2)cc1S(=O)(=O)N1CCCCC1,-10%,0.6%[50 µM],1.1,59,
Cc1ccc(C(=O)Nc2cccc(S(=O)(=O)N3CCCC3)c2)o1,-4%,1.8%[50 µM],2.0,54,
Cc1cc(C(=O)NNC(=O)c2ccccc2[N+](=O)[O-])c(C)o1,0%,0.7%[50 µM],1.8,54,
Nc1cc(Cl)ccc1C(=O)OCC(=O)NCC1CCCO1 (configuration not stated),-1%,1.9%,1.2,59,
